# Screening results (PubChem BioAssay)
# V-ATPase pH: regulators of yeast V-ATPase proton transport; S. cerevisiae, pHLuorin cytosolic pH fluorescence; response, % at 10 µM; actives 0.37% (n = 350,000); AID 504577; in the data active means response mostly above about 7.3%, no sharp cut-off; inactive means mostly below about 5.4%; further: actives read high; inactives centre near 0; some compounds called inactive have numbers as strong as hits; reference of the scale not given here
# Cardiac RTF inh: cardiac RTF calcium desensitization | AID 493244 | actives 0.12% (n = 340,000) | IANBD-labeled cardiac RTF, Ca2+ fluorescence | inhibition, % at 7.15 µM;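 active means inhibition above the mean inhibition of all tested compounds plus 3 SD, cut at about 17% in these data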;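 further: assay run at fixed EC70 calcium of 1.6 mM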
# NSD2 inh: blocks human histone methyltransferase NSD2 | inhibition, % at 12.5 µM | NSD2 peptide methylation, AlphaScreen, 120 min | actives 0.54% (n = 310,000) | AID 743445; in the data active means inhibition above about 50%
# Target sequence (O96028 whole entry, looked up): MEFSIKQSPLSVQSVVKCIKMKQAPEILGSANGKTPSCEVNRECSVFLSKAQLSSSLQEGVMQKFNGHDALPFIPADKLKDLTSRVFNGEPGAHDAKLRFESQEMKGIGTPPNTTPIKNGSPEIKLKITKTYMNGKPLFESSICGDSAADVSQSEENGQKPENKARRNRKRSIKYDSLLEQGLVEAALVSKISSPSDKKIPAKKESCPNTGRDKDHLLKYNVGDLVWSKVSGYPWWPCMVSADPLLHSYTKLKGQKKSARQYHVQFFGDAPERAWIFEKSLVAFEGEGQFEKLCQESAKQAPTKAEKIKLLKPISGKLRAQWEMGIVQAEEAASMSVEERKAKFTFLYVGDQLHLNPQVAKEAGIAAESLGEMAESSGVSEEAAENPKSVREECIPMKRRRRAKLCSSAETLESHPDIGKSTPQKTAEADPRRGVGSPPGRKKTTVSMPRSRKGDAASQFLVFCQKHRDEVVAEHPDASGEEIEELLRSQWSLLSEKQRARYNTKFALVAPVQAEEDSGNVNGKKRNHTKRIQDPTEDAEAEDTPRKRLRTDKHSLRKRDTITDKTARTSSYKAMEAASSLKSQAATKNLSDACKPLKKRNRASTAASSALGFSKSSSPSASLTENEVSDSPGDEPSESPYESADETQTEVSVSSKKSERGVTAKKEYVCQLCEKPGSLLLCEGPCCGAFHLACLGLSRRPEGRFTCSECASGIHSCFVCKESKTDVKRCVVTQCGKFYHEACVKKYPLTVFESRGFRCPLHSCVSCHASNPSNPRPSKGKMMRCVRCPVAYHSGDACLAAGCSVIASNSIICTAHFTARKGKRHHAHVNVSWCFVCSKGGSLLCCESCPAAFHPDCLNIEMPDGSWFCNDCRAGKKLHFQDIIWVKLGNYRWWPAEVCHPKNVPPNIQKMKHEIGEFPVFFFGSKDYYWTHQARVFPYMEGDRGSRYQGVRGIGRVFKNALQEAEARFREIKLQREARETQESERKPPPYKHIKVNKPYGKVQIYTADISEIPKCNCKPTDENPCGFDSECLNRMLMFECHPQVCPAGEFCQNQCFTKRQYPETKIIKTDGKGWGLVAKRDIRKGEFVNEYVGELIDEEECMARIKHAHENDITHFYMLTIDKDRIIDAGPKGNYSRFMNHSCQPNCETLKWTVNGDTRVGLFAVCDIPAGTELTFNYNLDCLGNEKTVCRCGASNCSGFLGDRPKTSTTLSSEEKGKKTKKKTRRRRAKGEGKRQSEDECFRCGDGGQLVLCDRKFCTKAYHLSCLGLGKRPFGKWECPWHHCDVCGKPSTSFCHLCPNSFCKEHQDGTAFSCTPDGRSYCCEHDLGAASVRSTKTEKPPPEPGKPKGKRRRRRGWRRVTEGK
# DAGLB inhibitor: diacylglycerol lipase beta (human) inhibition | inhibition, % at 5.17 µM | Q8NCG7 | HEK293T DAGLB membrane lysate, EnzChek fluorogenic substrate | actives 0.059% (n = 340,000); in the data active means inhibition above about 34%;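 further: 0% = enzyme with vehicle and 100% = wells lacking enzyme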
# DSG3 Ab inh: inhibitors of pemphigus antibody binding to human desmoglein-3. DSG3-coupled beads, scFv-anti-DSG3-GFP binding, flow cytometry; hits give low values. binding (percent of control), % at 10 µM. actives 0.48% (n = 310,000);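 active means binding more than 3 SD below its plate's average and above zero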;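 further: hits lower antibody fragment binding to DSG3; some compounds called inactive have numbers as strong as hits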
# C-LANA FP: inhibitors of KSHV LANA C-terminal domain DNA binding; AID 504423; inhibition, % at 9 µM; actives 0.078% (n = 340,000); MBP-C-LANA/FAM-LBS DNA binding, fluorescence polarization;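 active means highest replicate inhibition at or above 60% at 9 µM, even if other replicates fall short; inactive means all replicates below 60% inhibition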;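 further: 0% = neutral control wells and 100% = 4 µM acridine orange control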
# CAL PDZ FP-1: inhibitors of human CAL PDZ peptide binding; purified CAL PDZ, TMR-peptide fluorescence polarization, 1 h; inhibition, % at 20 µM; actives 0.02% (n = 330,000); AID 504414;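 active means highest replicate inhibition of at least 40%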;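 further: plate controls were DMSO neutral control wells for no effect and unlabeled competitor peptide control wells for full effect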
#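 Material: tagged CAL PDZ domain; buffer or medium: 25 mM sodium phosphate pH 7.4, 150 mM NaCl, TCEP, IgG, Thesit; compound dosing: single point, 20 µM; schedule: 1 h incubation at room temperature before polarization reading; measured by: FP readout, S and P plane fluorescence; read-out basis: percent inhibition from loss of millipolarization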
# Arr AP2 block: inhibitors of human beta-arrestin and AP2 interaction. FITC-arrestin peptide / GST-AP2 beads, flow cytometry; AP2 beta2 appendage carries R879A mutation. inhibition, % at 10 µM. actives 0.31% (n = 340,000). AID 504490;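 active means inhibition above a set limit, near 3 SD of compounds lacking own fluorescence, cut at about 54% in these data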;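 further: plate controls were DMSO wells for no effect and 5 µM unlabelled arrestin peptide for full effect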
#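 Measured by: flow cytometry, FL1 (488/535 nm); Material: AP2 appendage R879A on GSH beads; Evaluation: percent response; Timing: pre-incubation 12 min, peptide binding 1 h, room temperature; Also added: 50 nM FITC-arrestin peptide; Medium: PBS with 0.05% Tween 20 and 0.1% BSA.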
# CAL PDZ FP-2: inhibitors of human CAL PDZ peptide binding; purified CAL PDZ, TMR-peptide fluorescence polarization, 1 h; inhibition, % at 24.9 µM; actives 0.92% (n = 300,000); Q9HD26; AID 602252;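 active means mean inhibition of at least 30% with at least half of replicates also reaching 30%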;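 further: 0% = DMSO neutral control and 100% = excess unlabeled competitor peptide PRC23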
# Keap1-Nrf2 PPI: Keap1-Nrf2 (human) interaction inhibition; actives 0.15% (n = 340,000); Keap1 Kelch-Nrf2 peptide fluorescence polarization, 1536-well; Q14145; inhibition, % at 9.4 µM; AID 504523; in the data active means inhibition above about 12%;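 further: human Keap1 Kelch domain with fluorescein labeled Nrf2 9mer peptide probe; 0% = neutral control wells and 100% = peptide positive control; higher means more block of Keap1 binding to Nrf2 peptide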
# * marks the source's active call; other numbers are inactive results; nt = no result given. Some of the compounds tested; rates above refer to the full screens.
# Each structure is followed by: V-ATPase pH, Cardiac RTF inh, NSD2 inh, DAGLB inhibitor, DSG3 Ab inh, C-LANA FP, CAL PDZ FP-1, Arr AP2 block, CAL PDZ FP-2, Keap1-Nrf2 PPI
COC(=O)c1ccccc1NC(=O)COC(=O)CSCC(=O)N1CCOCC1
  -1, -6, 3, 2, 95, -1.2, -0.9, 4, 0, 6
C=C(C)C(O)COc1c2occc2c(OC)c2ccc(=O)oc12 (configuration not stated)
  4, -1, nt, 0, 101, 0.0, -0.7, 4, 4, -4
COc1ccc(-c2nn(-c3ccccc3C)cc2CNC(C)c2cn(C)nc2C)cc1F (configuration not stated)
  0, -6, -3, 2, 94, -0.8, -1.2, 12, 6, 4
Cn1cccc1CC(=O)N/N=C/c1ccc([N+](=O)[O-])cc1
  1, nt, -2, nt, 95, nt, nt, 17, nt, nt
COc1ccc(/C(O)=C2/C(=O)C(=O)N(CCN(C)C)C2c2ccccc2)cc1Cl (configuration not stated)
  2, -8, -3, -1, 101, 0.9, -1.0, 4, 1, 2
O=C(Cc1cccs1)Nc1ccc(-c2nnc(-c3ccco3)o2)cc1
  -4, 3, -2, -2, 98, -0.3, -4.4, 6, -1, -2
Cc1ccc(C)c(-n2c(SCC(N)=O)nnc2-c2ccccn2)c1
  2, -1, -2, -2, 99, -0.5, -0.1, -8, nt, -2
Cc1cccc(NC(=O)c2oc3ccc(S(=O)(=O)N4CCOCC4)cc3c2C)c1C
  -6, -1, -1, 0, 97, 0.1, 0.6, 9, 2, -3
Cc1ccc(-c2c(C#N)c(N)nc3c2CCCCC3)cc1
  -1, 9, -1, 1, 98, 0.2, -2.4, -3, 0, -1
C=CCNC(=O)c1ccc(N(C)S(=O)(=O)c2ccc(OC)cc2)cc1
  0, 1, -2, -1, 100, 1.8, -1.8, 32, nt, 4
CCSc1nnc(NC(=O)CN2C(=O)NC3(CCCC3)C2=O)s1
  0, -3, 2, 1, nt, -1.5, 0.4, -3, 78*, 0
CCc1ccc(S(=O)(=O)NCCc2csc(C)n2)s1
  2, -4, 1, 2, 81, 3.2, -2.1, 1, -6, 5
O=C(COC(=O)c1ccc(Br)c(S(=O)(=O)N2CCOCC2)c1)NCC1CCCO1 (configuration not stated)
  -2, 2, 1, 0, 107, -0.2, nt, -8, -3, -6
COc1ccc(Cl)cc1NC(=O)CN1C(=O)NC(C)(Cc2ccc(OC)c(OC)c2)C1=O (configuration not stated)
  0, 3, 2, -1, 110, -2.0, 0.2, 16, 8, -1
COc1ccc(-c2csc(NC(=O)c3c(C)noc3C)n2)cc1F
  0, 0, 0, -2, 106, 0.4, -3.2, -6, -7, -2
CC(=O)c1ccc(O)c(CSC2=NCCS2)c1
  -1, 9, 33, -1, 118, -0.9, -0.5, 35, -1, -2
O=C(Nc1ccccc1Br)c1cc[n+]([O-])cc1
  0, -7, -6, -1, 125, 3.6, -0.5, 2, nt, 1
COc1ccc(/C=C(/C#N)C(=O)Nc2cc(C)ccc2C)cc1C(=O)O
  -1, 4, -2, 3, 108, -1.9, -0.9, 21, -6, -2
O=C(Cn1c(COc2ccccc2)nc2ccccc21)Nc1cc(Cl)ccc1Cl
  3, -6, 17, -4, 96, -0.3, -0.3, 17, -2, 0
CC(C)(C)NC(=O)C(c1ccccn1)N(C(=O)C1CSC(=O)C1)c1cccc(F)c1 (configuration not stated)
  2, -9, -14, 3, 99, -2.1, -0.3, 2, 1, -3
COc1ccc(NC(=O)Nc2ccc3[nH]ccc3c2)cc1
  5, nt, -3, nt, 102, nt, nt, 0, nt, nt
CCc1cc(C(=O)Nc2ccccc2)cs1
  -3, -7, -1, -1, 101, -0.7, -1.8, 4, nt, -3
CCCCc1nc2c(=O)[nH]c3ccccc3c2o1
  1, -5, nt, -1, nt, -0.8, -0.5, -7, -5, 0
Cc1ccc(OCCn2cnc3c(N)ncnc32)cc1
  2, 2, -1, -1, nt, -0.5, -0.1, -1, -3, 3
CC(C)(O)C#Cc1ccc(C(=O)N2CCN(c3ccc([N+](=O)[O-])cc3)CC2)cc1
  -1, 1, 3, 1, 98, -0.9, -0.9, -4, 6, -1
COc1ccc(CC(=O)N/N=C/c2cccnc2)cc1OC
  6, 4, -1, -3, nt, 0.3, -3.0, 20, -1, -1
COc1ccc(CCNC(=O)C2CC(=O)N(c3ccc(F)cc3)C2)cc1OC (configuration not stated)
  2, -1, 0, -3, 96, -1.4, -0.9, -7, -3, 0
C=CCNc1sc(C(=O)c2ccc(Br)s2)c(N)c1C#N
  -5, -25, -2, -3, 89, -0.3, -3.0, 35, -5, -5
O=C(NCCc1ccc(F)cc1)Nc1ccc([N+](=O)[O-])cc1
  -3, -1, 3, -2, 112, -0.4, -3.5, 3, -2, -1
Nc1c(-c2ccsc2)cnc2ncnn12
  nt, 2, -4, 1, 106, 1.2, -1.7, -12, -1, -3
COc1ccc2c(c1)CCc1sc(NC(=O)c3ccc(C)cc3)nc1-2
  1, -6, nt, -3, 108, -1.2, -0.8, 9, -1, -4
CC(C(N)=O)N1C(=O)c2cccc3cccc1c23 (configuration not stated)
  2, 0, -2, -2, 114, 0.0, 1.0, -4, nt, 3
Cc1cc(C)n2nc(SCC(=O)Nc3c(C)nn(-c4ccccc4)c3C)nc2n1
  2, 7, 5, -4, 102, 1.5, -0.3, 15, -1, 1
N#CCSC1=Nc2ccccc2C2=NC(CCC(=O)N3CCN(c4ccccc4)CC3)C(=O)N12 (configuration not stated)
  1, 4, -1, 1, 82, 1.9, 0.6, -3, -1, 0
C=C(C)COc1ccc2c(CC)cc(=O)oc2c1C
  0, -2, -1, -8, nt, 0.4, -2.3, -10, -4, -2
c1ccc(-c2nc(-c3cccs3)[nH]c2-c2ccccc2)cc1
  8, -7, 1, -1, 111, 1.8, -3.0, -5, nt, 4
CC(C)(C)NC(=O)C(c1ccncc1)N(C(=O)CNC(=O)c1ccco1)c1ccc(F)cc1 (configuration not stated)
  3, -6, -2, -2, nt, -0.9, -2.1, 6, -5, -3
O=C(O)c1ccc(/C=C2\SC(=S)N(NC(=O)c3ccccc3)C2=O)cc1
  -2, 1, nt, -1, 91, -1.2, -1.6, -4, -25, -3
CCc1ccccc1Nc1nc(N)nc(COC(=O)CCS(=O)(=O)c2ccccc2)n1
  0, 0, -1, -3, 95, 2.0, -1.1, -7, -4, -1
O=C(Nc1cccc(O)c1)c1cc(-c2cccs2)on1
  0, 1, -2, 0, 107, 1.1, -0.5, -4, -7, -3
O=C(COC(=O)COc1cccc(C(F)(F)F)c1)NC1CCCC1
  4, -37, -1, 0, 103, 1.3, -2.0, -2, -3, -2
Nc1nc(Cn2nnc(-c3ccccc3Cl)n2)nc(N2CCOCC2)n1
  -2, -7, -1, 0, 99, -0.5, -1.8, -1, -1, -1
COc1ccc(C(=O)Nc2ccc3nc(C)c(C)nc3c2)cc1
  2, -4, -1, 0, 90, 0.8, -1.6, -18, -10, -4
Cc1cccc(S(=O)(=O)Nc2ccc(-c3cn4ccccc4n3)cc2)c1
  -1, 3, -2, 2, 85, -0.7, -1.8, 10, -4, 4
CNc1nc(Cl)c(SC)c(N2CCOCC2)n1
  nt, -15, -5, -2, 100, -1.5, -2.4, nt, 0, -1
Cc1ccc2c(O)c(Cc3ccccc3)c(=O)[nH]c2n1
  0, 0, -1, 1, 126, -1.3, -0.8, 10, -4, -2
Cc1cccc(C)c1NC(=O)CN1CCN(C(=O)CNC(=O)c2ccc(N3CCCC3=O)cc2)CC1
  6, -4, nt, 2, 87, -0.1, -0.3, 7, 0, -1
O=C(NCc1ccc2c(c1)OCO2)c1ccc(S(=O)(=O)NCC2CCCO2)cc1 (configuration not stated)
  1, 7, -2, 1, nt, 0.2, -0.7, -6, -3, -5
O=C(NCc1ccccc1Cl)C1CCN(C(=O)c2sccc2-n2cccc2)CC1
  2, -4, nt, -2, 111, 0.7, -0.4, -6, nt, 1
COc1cc2c(cc1OC)C(C(=O)N1CCN(c3ccccn3)CC1)C(c1cccs1)N(C)C2=O (configuration not stated)
  -5, 6, 0, -2, 100, 0.3, -2.7, 23, 0, -1
CCOC(=O)C1=CC[C@@H](c2ccco2)N(S(=O)(=O)c2ccc(C)cc2)[C@H]1C(=O)OCC
  -3, -11, nt, -3, 102, 0.5, -1.3, -6, -5, -6
c1ccn2c(SCc3ccc4c(c3)OCO4)nnc2c1
  2, 7, 1, 2, 94, 1.3, 1.6, -4, 0, 0
Cc1nn(-c2ccccc2)c2c1C1(C(=O)N(C(C)C)c3ccccc31)C(C#N)=C(N)O2 (configuration not stated)
  5, -3, 8, -2, 98, -0.2, -0.9, 8, -2, -1
CC(=O)N1CCc2cc(S(=O)(=O)NCCC(=O)NC3CCN(Cc4ccccc4)CC3)ccc21
  1, -5, -3, -2, 100, 0.4, -2.8, 7, -2, 2
COc1ccc(S(=O)(=O)N(CC(=O)NCc2ccco2)c2ccccc2)cc1
  1, -3, 15, -3, 101, 1.0, -1.6, 12, -4, 0
Cc1ccc(-n2nnnc2SCC(=O)c2c(N)n(C3CC3)c(=O)[nH]c2=O)cc1C
  1, -9, 1, -1, nt, 0.5, 0.7, 27, 3, 1
CCOc1ccc(-c2csc(NC(=O)CSC3=NC(=O)CN3C(C)=O)n2)c2ccccc12
  0, 4, 1, -4, 115, -0.6, -0.8, 8, -2, -2
CN(C)CCCN(C(=O)/C=C/c1cccs1)c1nc2c(F)cccc2s1
  2, -3, 32, 0, 96, 1.0, -7.3, 1, -2, -9
O=C(Cn1cnc2c(nnn2-c2cccc(Cl)c2)c1=O)NCc1ccccc1
  0, 8, nt, -3, 105, 0.5, -1.0, 3, nt, -3
COC(=O)c1oc2ccc(Br)cc2c1NC(C)=O
  7, -6, nt, -4, 93, 1.8, -0.9, -4, nt, -3

# The results go on:
# Each structure is followed by: V-ATPase pH, Cardiac RTF inh, NSD2 inh, DAGLB inhibitor, DSG3 Ab inh, C-LANA FP, CAL PDZ FP-1, Arr AP2 block, CAL PDZ FP-2, Keap1-Nrf2 PPI
Cc1cccc(N(Cc2cc3ccc(C)cc3[nH]c2=O)C(=O)c2ccco2)c1
  -2, -3, 7, 2, 98, 3.0, -0.4, 35, -1, -3
CSCCCNC(=O)c1ccccc1OC1CCN(S(C)(=O)=O)CC1
  -1, -4, nt, 0, 98, 3.9, -2.0, -15, 0, 3
COCCN(C(=O)C1=COCCO1)c1c(N)n(Cc2ccccc2)c(=O)[nH]c1=O
  -3, 1, -1, 1, 108, -1.5, -0.3, 0, nt, 4
CCN(C1CCCCC1)S(=O)(=O)c1ccc(S(=O)(=O)NCc2ccncc2)cc1
  1, -10, -2, 0, 100, -1.6, -2.7, 8, 24, 0
COc1cc(CNC(=O)c2ccc(Cn3nc(C)c(Cl)c3C)o2)cc(OC)c1
  1, 3, 1, 2, 108, 1.7, -1.1, -7, -3, -7
COc1ccc(NC(=S)N2CCc3ccccc3C2)cc1
  0, 2, -2, 1, 113, -0.1, -0.1, 2, -1, -5
